S1P2 ag: activates the human S1P2 receptor; AID 729; S1P2-expressing cell line, agonist reporter read-out; O95136; activation, % at 4.5 µM; actives 0.46% (n = 97,000); in the data active = activation above about 16%;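 also: 0% = vehicle low control and 100% = maximal reference agonist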
Target sequence (O95136 whole entry, looked up): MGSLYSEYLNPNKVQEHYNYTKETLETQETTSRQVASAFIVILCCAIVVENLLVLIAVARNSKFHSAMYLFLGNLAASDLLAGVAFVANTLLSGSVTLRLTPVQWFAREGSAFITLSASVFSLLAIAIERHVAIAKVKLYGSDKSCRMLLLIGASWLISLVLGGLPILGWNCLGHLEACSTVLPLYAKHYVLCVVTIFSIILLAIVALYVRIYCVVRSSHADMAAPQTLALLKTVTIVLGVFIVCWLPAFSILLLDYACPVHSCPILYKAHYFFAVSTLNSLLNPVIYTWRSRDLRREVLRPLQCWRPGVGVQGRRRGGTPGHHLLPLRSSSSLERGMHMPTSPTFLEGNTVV
Mac1 fbg inh: inhibitors of human CD11b/CD18 binding to fibrinogen | P05107+P11215 | K562 CD11b/CD18 adhesion to fibrinogen, ATPlite luminescence; Mn2+ added to activate the integrin | inhibition, % at 10 µM | actives 0.54% (n = 93,000);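 active = primary inhibition of 50% or more at 10 µM, then 40% or more on retest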; also: some results filed as inactive read as strong as hits
PostGolgi ctrl: inhibits growth of the yeast control strain. efflux-deficient yeast background strain, growth absorbance A615, 16 h. AID 738. actives 5% (n = 98,000). inhibition, % at 10 µM
E coli WT exp: blocks growth of wild type E. coli BW25113 | growth inhibition, % at 100 µM | OD600 absorbance | AID 710 | actives 0.15% (n = 98,000);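 active = growth inhibition above about 50% at one test dose, limit read from the data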;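 also: growth measured after 20 h incubation at 37 °C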
S1P2 antag: antagonists of human S1P2 receptor | O95136 | cell-based S1P2 antagonist assay, inhibition at 5 uM | inhibition, % at 5 µM | actives 0.21% (n = 97,000) | AID 736; in the data active = inhibition above about 45%;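 also: CRE beta-lactamase reporter cells expressing human S1P2 stimulated with S1P; 0% = agonist at EC80 alone and 100% = agonist plus reference antagonist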
sEH inhibitor: blocks human soluble epoxide hydrolase activity; P34913; recombinant human sEH enzymatic activity assay; inhibition, % at 2 µM; actives 0.34% (n = 91,000); in the data active = inhibition above about 80%; also: values of inactives mirror those of a sister screen read the other way; many of its hits are not listed in these tables
Target sequence (P34913 whole entry, looked up): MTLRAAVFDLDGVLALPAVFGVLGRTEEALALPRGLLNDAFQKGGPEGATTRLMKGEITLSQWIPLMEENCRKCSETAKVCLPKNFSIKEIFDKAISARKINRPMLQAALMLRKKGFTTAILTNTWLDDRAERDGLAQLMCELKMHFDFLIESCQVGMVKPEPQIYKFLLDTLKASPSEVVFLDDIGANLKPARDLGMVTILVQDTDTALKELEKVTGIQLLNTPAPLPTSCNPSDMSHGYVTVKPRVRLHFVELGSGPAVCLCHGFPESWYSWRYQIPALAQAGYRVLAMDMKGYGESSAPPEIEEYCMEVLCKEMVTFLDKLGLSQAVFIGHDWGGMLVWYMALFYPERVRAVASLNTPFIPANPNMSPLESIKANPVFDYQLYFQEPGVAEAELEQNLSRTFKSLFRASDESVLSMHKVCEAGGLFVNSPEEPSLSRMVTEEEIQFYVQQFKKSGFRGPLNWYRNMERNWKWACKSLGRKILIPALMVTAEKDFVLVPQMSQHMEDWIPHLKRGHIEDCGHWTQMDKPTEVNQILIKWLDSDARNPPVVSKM
sEH act: increases human soluble epoxide hydrolase activity; purified human sEH enzymatic activity, activator screen; activation, % at 2 µM; actives 0.04% (n = 91,000); AID 717; in the data active = activation above about 37%; also: values of inactives mirror those of a sister screen read the other way
PostGolgi yeast: growth inhibition of a yeast mutant, post-Golgi transport screen; actives 0.9% (n = 98,000); post-Golgi transport phenotypic cell assay; inhibition, % at 10 µM;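 also: yeast cells grown in 1536-well plates; yeast grown about 18 h at 30C before absorbance read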
PLAP activator: activates human placental alkaline phosphatase; activation fold at 20 µM; P05187; purified PLAP enzyme, luminescent substrate read-out; active compounds read high; actives 1.2% (n = 96,000); in the data active = activation fold above about 2
Starred values were filed as active, the others as inactive. Rule as the data show it, unless noted: active = inhibition above about 30%; inactive = the rest.

For O=C1CCCN1CCCN1C(=O)N[C@@H](Cc2ccccc2)C1=O the results were S1P2 ag -4.0, Mac1 fbg inh 9.1, PostGolgi ctrl 35.2*, E coli WT exp -8.0, S1P2 antag 21.4, sEH inhibitor 2.6, sEH act -1.9, PostGolgi yeast 8.4 and PLAP activator 0.9.
Screening COc1ccccc1NC(=O)Cn1ncc2c1-c1ccccc1OC2 returned S1P2 ag -5.9, Mac1 fbg inh 1.9, PostGolgi ctrl 0.1, E coli WT exp 2.0, S1P2 antag 8.1, sEH inhibitor -0.6, sEH act 2.3, PostGolgi yeast 0.8 and PLAP activator 1.
Screening O=C(Nc1nc(-c2ccncc2)cs1)C1COc2ccccc2O1 (stereo not drawn) returned S1P2 ag -2.3, Mac1 fbg inh -4.9, PostGolgi ctrl 4.2, E coli WT exp 3.0, S1P2 antag -5.4, sEH inhibitor 3.9, sEH act -3.9, PostGolgi yeast -12.0 and PLAP activator 0.8.
`CCN(CC)c1nc(N2CCOCC2)c(C#N)c2c1CN(C)CC2` gave S1P2 ag -1.2, Mac1 fbg inh -4.6, PostGolgi ctrl -0.3, E coli WT exp 5.0, S1P2 antag -2.5, sEH inhibitor -2.1, sEH act 1.9, PostGolgi yeast 0.0 and PLAP activator 1.3.
For CCOC(=O)c1ccc(N2N=C(C)/C(=C/C=C/c3ccco3)C2=O)cc1 the results were S1P2 ag -3.4, S1P2 antag 6.7, sEH inhibitor 13.8 and sEH act -12.9.
`CCC(=O)c1ccc(OCC(O)CN(CCc2ccccc2)Cc2ccccc2)cc1` (stereo not drawn) gave S1P2 ag -6.0, Mac1 fbg inh 18.0, PostGolgi ctrl 52.4*, E coli WT exp -11.0, S1P2 antag -6.5, sEH inhibitor 0.9, sEH act 0.8, PostGolgi yeast 6.1 and PLAP activator 1.3.
For CC(C)CCn1c(Oc2ccc(Cl)cc2)nc2c1c(=O)n(C)c(=O)n2C the results were S1P2 ag -3.7, Mac1 fbg inh -6.9, PostGolgi ctrl 21.8, E coli WT exp -20.0, S1P2 antag -28.7, sEH inhibitor -3.4, sEH act 4.9, PostGolgi yeast 3.6 and PLAP activator 1.1.
CCOC(=O)c1ccccc1NC(=O)CN(c1ccccc1C)S(C)(=O)=O was read as S1P2 ag 0.3, Mac1 fbg inh -17.7, PostGolgi ctrl 25.5, E coli WT exp -1.0, S1P2 antag -13.0, sEH inhibitor -16.0, sEH act 16.8, PostGolgi yeast -0.8 and PLAP activator 1.6.
CCOC(=O)c1nnn(-c2nonc2-n2cccc2)c1CCl was read as S1P2 ag -5.1, Mac1 fbg inh 6.2, PostGolgi ctrl 17.0, E coli WT exp 9.0, S1P2 antag 13.1, sEH inhibitor -6.6, sEH act 6.2, PostGolgi yeast -1.3 and PLAP activator 1.1.
Screening CCCCCc1nnc(NC(=O)CS(=O)(=O)Cc2ccccc2)s1 returned S1P2 ag -13.7, PostGolgi ctrl -2.7, E coli WT exp 3.0, S1P2 antag -1.3, sEH inhibitor 5.6, sEH act -4.1 and PostGolgi yeast 7.8.
Screening Clc1ccc(-n2ncc3c(NCc4ccc5c(c4)OCO5)ncnc32)cc1 returned S1P2 ag 2.3, Mac1 fbg inh -7.4, PostGolgi ctrl 10.5, E coli WT exp -5.0, S1P2 antag -26.8, sEH inhibitor -7.6, sEH act 7.3, PostGolgi yeast -4.9 and PLAP activator 0.8.
CCCc1nc(SCC(=O)Nc2ccccc2OC)c2c(=O)n(C)c(=O)n(C)c2n1 was read as Mac1 fbg inh -7.1, PostGolgi ctrl 2.4, E coli WT exp -13.0, PostGolgi yeast -6.6 and PLAP activator 1.2.
CCC(=NCCN1CCNCC1)C1=C(O)CC(C)(C)CC1=O was read as S1P2 ag -6.0, Mac1 fbg inh 2.8, PostGolgi ctrl 2.9, E coli WT exp 0.0, S1P2 antag 8.7, PostGolgi yeast -4.9 and PLAP activator 1.1.
Screening Cc1cc(C)n(C(=O)Cc2cn3ccsc3n2)n1 returned S1P2 ag -17.2, Mac1 fbg inh -10.1, PostGolgi ctrl 3.1, E coli WT exp 13.0, S1P2 antag 12.1, sEH inhibitor -10.9, sEH act 14.2, PostGolgi yeast 4.6 and PLAP activator 1.
Screening CN(C)CCCn1c(-c2ccccc2)nc(=S)c2c1CCCC2 returned S1P2 ag -6.6, Mac1 fbg inh 3.7, PostGolgi ctrl 6.5, E coli WT exp 2.0, S1P2 antag 2.6, sEH inhibitor -13.1, sEH act 14.5, PostGolgi yeast -7.3 and PLAP activator 1.
`Cc1ccc(CSc2nnc(-c3ccncc3)n2CC2CCCO2)cc1` (stereo not drawn) gave S1P2 ag -8.4, PostGolgi ctrl 10.7, E coli WT exp 7.0, S1P2 antag -3.2, sEH inhibitor -13.1, sEH act 13.7, PostGolgi yeast 14.1 and PLAP activator 1.
COc1ccc(CCNC2CC(=O)N(CCc3ccccc3)C2=O)cc1OC (stereo not drawn) was read as S1P2 ag -6.6, Mac1 fbg inh -3.8, S1P2 antag 0.1 and PLAP activator 1.4.
Screening CC(NC(=O)Cn1nc(C(F)(F)F)c2c1CCC2)c1ccccc1 (stereo not drawn) returned S1P2 ag -3.9, Mac1 fbg inh 1.3, PostGolgi ctrl 11.2, E coli WT exp 6.0, S1P2 antag -0.2, sEH inhibitor -1.4, sEH act -0.6, PostGolgi yeast 3.6 and PLAP activator 1.
For Cc1ccc(S(=O)(=O)Cc2ccc(C(=O)OCc3ccccc3)cc2)cc1 the results were S1P2 ag -1.4, Mac1 fbg inh 32.7, PostGolgi ctrl 35.3*, E coli WT exp -5.0, S1P2 antag -14.1, sEH inhibitor -8.8, sEH act 9.1, PostGolgi yeast -4.0 and PLAP activator 0.7.
`O=C1CN(C(=O)COc2ccccc2)CCN1` gave S1P2 ag -3.7, PostGolgi ctrl 14.1, E coli WT exp 5.0, S1P2 antag 8.7 and PostGolgi yeast -3.2.
Screening CCOC(=O)c1c(NC(=S)Nc2ccccc2)sc2c1CCN(C)C2 returned S1P2 ag -1.8, Mac1 fbg inh 1.8, PostGolgi ctrl 4.4, E coli WT exp -1.0, S1P2 antag 8.0, sEH inhibitor 0.1, sEH act 2.2, PostGolgi yeast -1.5 and PLAP activator 1.
`COC(=O)c1cc2sc(Cl)cc2n1Cc1nc(-c2ccccc2)oc1C` gave S1P2 ag -1.4, Mac1 fbg inh -8.6, PostGolgi ctrl 7.1, E coli WT exp -7.0, S1P2 antag 1.2, sEH inhibitor -14.6, sEH act 12.8, PostGolgi yeast -11.3 and PLAP activator 1.
Screening CCCCNCc1cc(Br)c(OCc2cccs2)c(OC)c1 returned S1P2 ag -1.6, PostGolgi ctrl 10.8, E coli WT exp 24.0, S1P2 antag 11.0, sEH inhibitor -6.7, sEH act 7.2, PostGolgi yeast 6.6 and PLAP activator 1.5.
For COC(=O)c1[nH]c2cccc(OC)c2c1NC(=O)CCN1CCN(c2ccccc2OC)CC1 the results were S1P2 ag -2.1, Mac1 fbg inh 2.2, PostGolgi ctrl 7.6, E coli WT exp -5.0, S1P2 antag 24.1, sEH inhibitor -8.9, sEH act 8.5, PostGolgi yeast 0.3 and PLAP activator 1.5.
For CC(C)(C)c1ccc(C(=O)NNC(=O)Cc2ccccc2)cc1 the results were S1P2 ag -6.6, Mac1 fbg inh 4.0, PostGolgi ctrl 3.9, E coli WT exp 4.0, S1P2 antag -7.1, sEH inhibitor -14.2, sEH act 11.9, PostGolgi yeast 22.7 and PLAP activator 2.1*.
For CCC(C)(C)NC(=O)CN(Cc1ccc2c(c1)OCO2)C(=O)CCC(=O)Nc1ccccn1 the results were S1P2 ag -2.1, S1P2 antag 14.0, sEH inhibitor -4.2 and sEH act 3.7.
`N#CCSc1nc2ccccc2c(=O)n1CCC(=O)NCCc1ccccc1` gave S1P2 ag -4.9, Mac1 fbg inh -6.1, PostGolgi ctrl 6.4, E coli WT exp -7.0, S1P2 antag -21.0, sEH inhibitor 28.9, sEH act -29.1, PostGolgi yeast -7.7 and PLAP activator 0.8.
CC(C)c1nc(SCC(=O)N2CCOCC2)c2c(=O)n(C)c(=O)n(C)c2n1 was read as S1P2 ag -2.0, Mac1 fbg inh -11.3, PostGolgi ctrl 22.2, E coli WT exp 2.0, S1P2 antag 8.3, sEH inhibitor -0.3, sEH act 2.0, PostGolgi yeast -5.1 and PLAP activator 1.5.
`COc1cccc(Cn2c(-c3nonc3N)nc3ccccc32)c1` gave S1P2 ag -3.1, Mac1 fbg inh -29.3, PostGolgi ctrl -8.0, E coli WT exp -9.0, S1P2 antag -0.6, sEH inhibitor 13.8, sEH act -14.2, PostGolgi yeast -0.5 and PLAP activator 0.8.
COC(=O)C(C(=O)N1CCN(C)CC1)C1CCCCCC1 (stereo not drawn) was read as S1P2 ag -3.2, PostGolgi ctrl -8.3, E coli WT exp -3.0, S1P2 antag -6.8, sEH inhibitor -4.2, sEH act 5.8, PostGolgi yeast 0.6 and PLAP activator 0.9.

The closing 2 entries of the section above open the next one.
`COc1cccc(Cn2c(-c3nonc3N)nc3ccccc32)c1` gave S1P2 ag -3.1, Mac1 fbg inh -29.3, PostGolgi ctrl -8.0, E coli WT exp -9.0, S1P2 antag -0.6, sEH inhibitor 13.8, sEH act -14.2, PostGolgi yeast -0.5 and PLAP activator 0.8.
COC(=O)C(C(=O)N1CCN(C)CC1)C1CCCCCC1 (stereo not drawn) was read as S1P2 ag -3.2, PostGolgi ctrl -8.3, E coli WT exp -3.0, S1P2 antag -6.8, sEH inhibitor -4.2, sEH act 5.8, PostGolgi yeast 0.6 and PLAP activator 0.9.
Screening Cc1cc(C)cc(N(C(=O)c2ccccn2)C(C(=O)NC2CCCCC2)c2cccs2)c1 (stereo not drawn) returned S1P2 ag -4.0, PostGolgi ctrl 1.9, E coli WT exp 3.0, S1P2 antag -10.1, sEH inhibitor -16.1, sEH act 15.6, PostGolgi yeast 1.4 and PLAP activator 1.4.
CCOC(=O)c1[nH]c2cc(OC)c(OC)cc2c1NC(=O)c1nonc1C was read as S1P2 ag -0.4, Mac1 fbg inh -15.9, PostGolgi ctrl 4.0, E coli WT exp -11.0, S1P2 antag 5.5, sEH inhibitor -3.1, sEH act 2.8, PostGolgi yeast 4.3 and PLAP activator 0.8.
CCOC(=O)C1=C(C)C(c2ccc(OC)cc2)NC(=S)N1 (stereo not drawn) was read as S1P2 ag 5.0, Mac1 fbg inh -6.0, PostGolgi ctrl 3.4, E coli WT exp -10.0, S1P2 antag -18.4, sEH inhibitor 1.3, sEH act 0.5, PostGolgi yeast 2.2 and PLAP activator 0.9.
`COc1cc2c(cc1OC)/C(=C/C#N)NC(C)(C)C2` gave S1P2 ag 25.6*, Mac1 fbg inh 1.3, PostGolgi ctrl 7.0, E coli WT exp 7.0, S1P2 antag -42.4, sEH inhibitor -15.6, sEH act 16.3, PostGolgi yeast 0.3 and PLAP activator 0.9.
Screening O=C(NCc1cccnc1)NC(C(F)(F)F)C(F)(F)F returned S1P2 ag -1.6, Mac1 fbg inh 9.1, PostGolgi ctrl 1.9, E coli WT exp 2.0, S1P2 antag 28.5, sEH inhibitor -6.3, sEH act 6.0, PostGolgi yeast -1.5 and PLAP activator 1.
For COc1cc(NC(=O)c2noc3c2CCC3)c(OC)cc1Cl the results were Mac1 fbg inh 12.0, PostGolgi ctrl -4.7, E coli WT exp -6.0, PostGolgi yeast 3.0 and PLAP activator 1.
`CCN(CC)CCCNC(=O)c1cc(-c2cccc(Cl)c2)on1` gave S1P2 ag -5.9, Mac1 fbg inh -2.7, PostGolgi ctrl 4.1, E coli WT exp -9.0, S1P2 antag 6.8, PostGolgi yeast 0.7 and PLAP activator 1.
CC(=O)/C(=N\Nc1ccc(C)cc1)N1CCOCC1 was read as S1P2 ag -2.3, Mac1 fbg inh 10.9, PostGolgi ctrl -9.3, E coli WT exp 1.0, S1P2 antag -2.3, sEH inhibitor -34.8, sEH act 32.5, PostGolgi yeast 20.1 and PLAP activator 1.
Screening O=C(C/C=N/OCc1ccc(Cl)cc1)c1cnc(-c2ccccc2)s1 returned S1P2 ag -1.6, Mac1 fbg inh -7.0, PostGolgi ctrl -1.6, E coli WT exp -14.0, S1P2 antag 17.7, sEH inhibitor -4.0, sEH act 3.2, PostGolgi yeast -1.1 and PLAP activator 1.
For COc1ccc(CCNc2oc(Cc3ccccc3)nc2C#N)cc1OC the results were S1P2 ag -1.4, Mac1 fbg inh 20.8, PostGolgi ctrl 7.5, E coli WT exp 6.0, S1P2 antag 12.6, sEH inhibitor 1.9, sEH act -1.8, PostGolgi yeast -24.1 and PLAP activator 1.3.
